Compound activity from PubChem BioAssay.
M1 ag parental = nonselective activator or artifact in parental CHO-K1 cells | activation, % at 3 µM | AID 602248 | 360,000 compounds, 0.48% hits | Fluo-8 calcium fluorescence; scaled to maximal ATP response, vehicle zero; in the data active = activation above about 15%;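 note: untransfected CHO-K1 host cells lacking M1 receptor as counterscreen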
CHO-K1 Ca antag = nonselective inhibitor or artifact in parental CHO-K1 cells; ATP-induced calcium, Fluo-8 fluorescence; 360,000 compounds, 0.6% hits; inhibition, % at 3 µM;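 active = inhibition above a per-plate cutoff, the plate's mean sample inhibition plus 3 SD, cut at about 24% in these data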;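 note: 0% = DMSO plus EC80 ATP and 100% = DMSO alone without ATP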
OXTR potentiator = potentiators of human oxytocin receptor | AID 2445 | 320,000 compounds, 0.061% hits | CHO-OTR cells, Fluo-8 calcium fluorescence, potentiator mode; 0% = oxytocin EC15, 100% = EC100 | P30559 | activation, % at 3 µM;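 active = activation above that plate's cutoff, the mean activation of tested compounds plus 3 SD, cut at about 6.6% in these data, passing the limit was not always enough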;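 note: 100% uses oxytocin at 75 nM as the full agonist control; some results filed as inactive read as strong as hits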
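Material: CHO-OTR cells, human receptor; compound dosing: single dose, 3.0 µM nominal final compound concentration; schedule: 6 min compound pre-incubation at room temperature, 100 s kinetic read; measured by: kinetic Fluo-8 calcium fluorescence; read-out basis: % activation vs EC15 and EC100 oxytocin; controls: EC15 oxytocin alone as 0%, 75 nM oxytocin as 100%; replicates: singlicate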
CHRM1 agonist = activates human CHRM1 receptor. P11229. CHO-K1 hM1, Fluo-8 calcium fluorescence, agonist mode; 0% DMSO, 100% acetylcholine EC100. activation, % at 3 µM. 360,000 compounds, 0.33% hits. AID 588814;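 active = activation above the run's mean compound activation plus 3 SD, cut at about 16% in these data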;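 note: peak over basal fluorescence ratio within a 140 s kinetic read after compound addition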
Target sequence (P11229 whole entry, looked up): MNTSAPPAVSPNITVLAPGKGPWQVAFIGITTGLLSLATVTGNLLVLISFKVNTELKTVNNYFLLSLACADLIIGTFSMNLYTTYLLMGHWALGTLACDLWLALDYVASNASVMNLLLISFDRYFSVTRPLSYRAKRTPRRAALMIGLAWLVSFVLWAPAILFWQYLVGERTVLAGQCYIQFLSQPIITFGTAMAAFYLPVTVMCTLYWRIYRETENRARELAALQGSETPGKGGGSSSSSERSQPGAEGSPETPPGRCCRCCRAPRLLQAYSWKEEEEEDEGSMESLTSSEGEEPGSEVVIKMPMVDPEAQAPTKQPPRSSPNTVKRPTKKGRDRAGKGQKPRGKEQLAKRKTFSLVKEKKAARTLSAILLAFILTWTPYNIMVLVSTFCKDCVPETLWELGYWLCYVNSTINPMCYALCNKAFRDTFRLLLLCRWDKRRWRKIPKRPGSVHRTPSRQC
M4 ag = agonists of human muscarinic M4 receptor (CHRM4). P08173. CHO-K1 hM4/Gqi5, Fluo-8 calcium fluorescence; vehicle 0%, full acetylcholine response 100%. activation, % at 3 µM. 360,000 compounds, 0.14% hits. AID 624127;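 active = activation above the run mean over all test wells plus 3 SD, cut at about 32% in these data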;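 note: peak over basal fluorescence ratio per well then scaled between controls; 0% = DMSO wells and 100% = acetylcholine at EC100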
Target sequence (P08173 whole entry, looked up): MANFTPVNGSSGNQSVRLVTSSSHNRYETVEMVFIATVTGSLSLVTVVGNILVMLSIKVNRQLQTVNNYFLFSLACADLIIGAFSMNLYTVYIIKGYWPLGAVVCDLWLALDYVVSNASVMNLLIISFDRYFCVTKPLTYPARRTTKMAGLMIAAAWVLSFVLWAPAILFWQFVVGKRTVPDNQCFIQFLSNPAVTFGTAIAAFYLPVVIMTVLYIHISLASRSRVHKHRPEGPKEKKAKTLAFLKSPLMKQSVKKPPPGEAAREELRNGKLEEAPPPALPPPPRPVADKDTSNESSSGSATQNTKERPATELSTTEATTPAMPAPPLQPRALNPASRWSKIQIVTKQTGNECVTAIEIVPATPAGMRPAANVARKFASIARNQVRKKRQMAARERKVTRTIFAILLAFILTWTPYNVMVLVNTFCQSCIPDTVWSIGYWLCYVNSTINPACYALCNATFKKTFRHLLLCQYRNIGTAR
CHRM4 antagonist = CHRM4 antagonism in calcium assay | P08173 | inhibition, % at 3 µM | CHO-hM4 cells, ACh EC80, Fluo-8 calcium fluorescence | 360,000 compounds, 0.73% hits;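 active = inhibition above its plate's cutoff, the mean inhibition of sample wells plus 3 SD, cut at about 27% in these data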;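 note: 0% = acetylcholine EC80 with DMSO and 100% = DMSO without agonist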
CHO parental Ca = counter-screen: ATP calcium response change in parental CHO cells | parental CHO-K1, ATP-induced calcium, Fluo-8 fluorescence | AID 463079 | inhibition, % at 5.6 µM | 330,000 compounds, 0.63% hits;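 active = inhibition above that plate's mean sample inhibition plus 3 SD, cut at about 26% in these data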;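 note: 0% = ATP-challenged DMSO wells and 100% = DMSO wells without ATP; some compounds past the cut are filed as inactive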
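Test system: untransfected parental CHO cell line; also added: ATP stimulus; dosing: 5.6 µM, single dose; signal: calcium-sensitive Fluo-8 fluorescence; measure: percent inhibition of ATP-evoked calcium rise, normalized to controls; benchmarks: low control ATP plus DMSO, high control DMSO only; replication: one well per compound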
CHRM1 PAM = human CHRM1 positive allosteric modulation; P11229; CHO-K1 hM1, Fluo-8 calcium fluorescence, ACh EC20; 0% = ACh EC20, 100% = maximal ACh; activation, % at 3 µM; 360,000 compounds, 0.088% hits; AID 588819; in the data active = activation above about 19%, passing the limit was not always enough
M1 antag = blocks human M1 muscarinic receptor. P11229. CHO-K1 hM1, Fluo-8 calcium fluorescence, ACh EC80 antagonist. inhibition, % at 3 µM. 360,000 compounds, 1.3% hits;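 active = percent inhibition above its own plate's cutoff, namely the mean of that plate's compound wells plus 3 SD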;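 note: peak over basal fluorescence ratio during 140 s after agonist addition; 0% = ACh EC80 plus DMSO and 100% = DMSO alone without agonist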
The depositor's hits bear a star; nt = no result given. Compounds as they come, and some 2.9% of all compounds hit somewhere here.

Each structure is followed by: M1 ag parental	CHRM1 agonist	M4 ag	CHRM4 antagonist	OXTR potentiator	CHO-K1 Ca antag	CHO parental Ca	M1 antag	CHRM1 PAM
O=C(COC(=O)c1ccc[nH]c1=O)NC1CCCCCC1
  0.3	-6.1	1.4	-14.5	-6.6	3.9	-9.3	-4.5	5.6
O=S1(=O)C[C@H](N2CC[C@@H](O)C2)[C@@H](COCc2ccccc2)N1
  -0.2	-4.7	0.1	-1.3	nt	26.9*	nt	7.6	-0.8
CN(C)C(=O)c1nnsc1Sc1ccc(Cl)cc1
  0.6	-14.3	0.3	1.3	0.0	-12.6	-8.1	-7.2	6.0
O=c1oc2cc(Br)ccc2n1CSC1=NCCS1
  0.9	-6.2	1.4	0.2	-12.8	-7.2	-1.4	-20.7	1.7
CS(=O)(=O)N(CC(=O)N1CCCC1)c1cc(Cl)c(Cl)cc1Cl
  1.4	-5.0	2.2	0.1	-8.0	-17.7	-4.0	-9.3	4.7
CCN(c1ccccc1)S(=O)(=O)c1ccc(Cl)c(C(=O)NCC2CCCO2)c1 (stereo not given)
  1.7	-3.1	1.5	6.2	2.3	-14.5	2.2	-5.8	11.2
COc1ccc(N(C(=O)c2csnn2)C(C(=O)NC2CCCC2)c2cccs2)cc1 (stereo not given)
  0.2	-2.8	3.5	-6.3	1.3	-18.0	-9.8	-4.9	6.1
CC1(C)CC2CC(C)(CN2S(=O)(=O)c2ccc(N)cc2)C1 (stereo not given)
  0.1	-5.0	-0.6	4.3	-4.1	1.9	-5.4	-0.1	6.6
Cc1nn(C)c(C)c1C1C(C#N)=C(N)OC2=C1C(=O)CC(C)(C)C2 (stereo not given)
  -0.2	-0.3	-0.5	0.3	-9.4	10.5	-0.7	12.4	-2.8
O=C1NC[C@@H](CCCCN2C[C@H](Cc3ccc(O)cc3)N(CC3CCCCC3)C(=O)C2=O)N(CCc2ccccc2)C1=O
  2.7	nt	0.8	-9.1	nt	-15.9	nt	nt	nt
CN(C)S(=O)(=O)c1ccc(C(=O)OCC(=O)NC(=O)NCc2ccccc2)cc1
  0.0	-1.8	0.3	4.4	-3.8	-6.1	-3.5	-0.2	-0.7
CC(=O)Nc1cccc(N/C(N)=N/c2nc(C)cc(C)n2)c1
  -0.5	-4.4	0.9	-1.2	0.4	-9.4	-1.0	9.7	2.9
CC1(C)CC(=O)C2=C(C1)NC(SCC(=O)Nc1ccccc1)=C(C#N)C2c1ccco1 (stereo not given)
  2.0	-3.8	3.4	1.9	-8.3	-2.7	-2.5	-4.9	-6.2
CCN(CC)C(=O)c1sc(NC(=O)c2ccoc2C)c(C(=O)OC)c1C
  0.3	1.1	-0.2	14.8	-11.7	7.3	-21.8	-1.0	4.8
CN(C(=O)c1cccc(NC(=O)Cc2ccc(NC(=O)C3CCCN(C(=O)C4CCC4)C3)cc2)c1)C1CCCC1 (stereo not given)
  -0.2	-4.6	0.2	-7.0	nt	-17.8	nt	1.8	2.0
COCc1cc(Sc2ccc(OC)cc2)nc(-c2ccccc2)n1
  1.4	-9.1	-1.8	8.0	-10.2	-11.8	-7.3	-3.2	7.9
CCOc1ccc(NC(=O)n2ncc3c(C)cccc32)cc1
  0.3	-3.1	1.1	3.1	-3.2	-3.0	-6.3	0.8	-3.5
CSc1sccc1/C=N/O
  1.0	-4.2	0.7	-4.6	-7.8	-3.7	3.2	-4.6	2.6
Cn1c(=O)c2c(nc(CN3CCN(c4cccc(Cl)c4)CC3)n2CCc2ccccc2)n(C)c1=O
  0.0	-5.1	0.0	3.6	-8.4	-11.5	-35.4	-9.8	8.3
CC(C)c1nccn1S(=O)(=O)c1cccc([N+](=O)[O-])c1
  0.5	-1.4	1.1	0.5	1.2	-1.1	6.9	-4.7	6.5
O=C(O)CCC(=O)Nc1ccc(Oc2ncnc3cc(Cl)ccc23)nc1
  0.7	-2.4	0.4	10.1	-10.5	0.0	-9.3	12.0	-4.8
NC(=O)C1CCN(CC(=O)Nc2ccccn2)CC1
  -0.3	-2.4	0.2	-10.5	4.3	-2.8	0.9	-11.4	11.4
COC(=O)c1sccc1NC(=O)CC1C(=O)NCCN1C(=O)c1c(F)cccc1Cl (stereo not given)
  2.9	-0.4	9.3	8.7	-4.3	-1.4	-13.3	8.7	-2.9
Cn1c(=O)cc(SCC(=O)NCCCN2CCOCC2)c2ccccc21
  0.1	-2.9	1.0	4.8	-16.0	-8.8	10.6	-9.2	9.0
CCOc1ccc(S(=O)(=O)NCCC(=O)N(C)Cc2cccs2)cc1
  0.7	-4.7	1.7	8.2	-4.2	-4.5	-6.6	-9.6	8.1
Cc1ccc2c(c1)N(CC(=O)NCc1ccco1)C(=O)C(C(C)C)O2 (stereo not given)
  2.4	-3.5	5.6	-1.6	0.9	-5.7	-16.2	-8.5	3.6
CS(=O)(=O)c1ccc(-c2csc(C(O)(c3ccccc3)C(F)(F)F)n2)cc1 (stereo not given)
  4.3	-1.2	6.8	-9.0	nt	-8.8	nt	-11.0	-2.9
O=C(N/N=C/c1ccc(F)cc1)c1cc(-c2ccco2)nc2ccccc12
  -0.1	-2.3	1.4	-1.1	-3.0	6.5	-6.2	-8.9	8.4
O=C(Nc1ccc(N2CCN(C(=O)c3ccccc3F)CC2)cc1)c1cncc(Br)c1
  2.6	1.4	4.4	2.4	-14.4	-5.9	1.3	-4.3	5.4
CCN(C(=O)COC(=O)c1ccccc1SCC(=O)N1CCCC1)C1CCS(=O)(=O)C1 (stereo not given)
  0.2	-3.0	0.9	-16.9	-0.1	8.3	12.6	-9.1	6.7
COC(=O)c1sccc1NC(=O)Nc1ccc(C)cc1C
  0.9	-6.7	2.2	-2.5	-1.8	16.3	-7.0	-1.4	-4.5
Cc1ccc([N+](=O)[O-])cc1S(=O)(=O)Nc1ccc(O)c(Sc2ncn[nH]2)c1
  0.0	-1.0	0.7	-0.7	-6.8	0.0	-5.8	-0.2	2.3
CC(C)(C)c1ccc(Oc2ccc(NC(=O)c3ccccc3C(=O)O)cn2)cc1
  3.1	-0.2	1.4	7.0	-11.0	-11.2	4.0	-2.6	1.0
CCOC(=O)CN1N=C(c2ccc(Cl)s2)CSC1=O
  0.3	-10.2	-0.1	-2.1	-6.3	-10.0	-14.9	-15.6	11.6
COc1ccc(C)cc1CN(C)c1ccc(S(=O)(=O)N2CCN(C)CC2)cn1
  0.7	-4.0	1.6	5.9	nt	-2.9	nt	-17.7	15.9
Cc1ccccc1CCN(C(=O)c1csnn1)C(C(=O)NC1CCCC1)c1ccco1 (stereo not given)
  -0.5	-6.4	1.4	3.0	-1.5	2.8	-17.1	-6.5	0.5
Cc1ccc(OCCn2cc(/C(N)=N/O)c3ccccc32)cc1C
  -0.2	-2.2	0.9	8.1	0.8	28.3*	-17.4	8.9	1.8
Cn1c(=O)c2cc(NC(=O)Nc3cccnc3)ccc2n1Cc1ccc(Cl)cc1
  0.0	-6.6	-0.6	9.8	nt	-1.1	nt	-2.5	-3.1
CCc1ccc(NC(=O)N2CCN(C(=O)C3CCCO3)CC2)cc1 (stereo not given)
  1.2	-0.8	0.1	-7.7	0.5	-4.7	2.7	-2.6	3.5
Cc1ccc(C(=O)CNc2ccc(C)c(Cl)c2)cc1
  -0.2	-1.3	2.1	-2.9	-0.1	2.0	-18.3	-4.8	8.7

Single records, from the list above. Screens in order: M1 ag parental | CHRM1 agonist | M4 ag | CHRM4 antagonist | OXTR potentiator | CHO-K1 Ca antag | CHO parental Ca | M1 antag | CHRM1 PAM
Entry for Cc1ccc([N+](=O)[O-])cc1S(=O)(=O)Nc1ccc(O)c(Sc2ncn[nH]2)c1 : 0.0 | -1.0 | 0.7 | -0.7 | -6.8 | 0.0 | -5.8 | -0.2 | 2.3
Entry for CC(C)(C)c1ccc(Oc2ccc(NC(=O)c3ccccc3C(=O)O)cn2)cc1 : 3.1 | -0.2 | 1.4 | 7.0 | -11.0 | -11.2 | 4.0 | -2.6 | 1.0

The list continues:
Each structure is followed by: M1 ag parental	CHRM1 agonist	M4 ag	CHRM4 antagonist	OXTR potentiator	CHO-K1 Ca antag	CHO parental Ca	M1 antag	CHRM1 PAM
Cc1cc(C(=O)N/N=C2\CC(=O)CC(C)(C)C2)n[nH]1
  0.4	-1.9	1.0	-2.5	2.0	-14.0	-5.4	-6.6	1.5
O=C(COc1ccc(Cl)cc1Cl)NC(=O)c1ccccc1
  0.2	3.1	0.1	-2.1	-10.3	15.2	-9.2	-19.3	18.2
COc1ccc(C(=O)NNC(=O)CCc2nc3ccccc3c(=O)[nH]2)cc1
  0.8	-1.5	0.8	-14.7	1.1	-9.5	-9.5	-15.7	6.6
CCOC(=O)c1c(NC(=O)CSc2nnc(-c3c[nH]c4ccccc34)n2CCOC)sc2c1CCCC2
  -0.3	-2.8	1.7	-5.7	-6.9	2.1	2.5	-8.6	2.8
CC(=O)OC(C[N+]1(C)CCCCCC1)c1ccccc1 (stereo not given)
  1.9	-10.4	0.1	37.2*	-14.8	-11.3	-0.4	56.9*	-27.6
COc1ccccc1NC(=O)Nc1ccc2c(c1)nc(C)n2C
  1.3	-4.4	3.2	-0.9	0.1	-13.9	-7.5	0.5	7.4
COc1cc(Cl)c(C)cc1NC(=O)CSc1sc2c(O)cc(=O)[nH]c2c1C#N
  0.1	-2.6	1.6	6.4	-0.3	-15.7	4.5	-8.2	9.7
CCOc1ccc(NC(=O)CSc2nnc(C3CC3)n2C)cc1
  0.3	-7.7	0.5	8.3	-10.9	1.5	-13.9	2.0	5.3
CCNC(=O)C1CC(=O)N(CC)C(=Nc2cc(Cl)c(O)c(Cl)c2)S1 (stereo not given)
  -0.1	-1.5	0.2	1.2	-8.6	10.5	9.7	-3.4	3.2
CCOC(=O)c1ccc(N/C=C2/CCCC(C)C2=O)cc1 (stereo not given)
  -0.4	-1.9	-0.1	4.8	-19.5	-0.9	-24.4	9.7	0.1
CCOc1ccc(NC(=O)CN(C)C(=O)c2ccccc2CCc2ccccc2)cc1OCC
  -0.2	-3.0	1.1	-28.1	-4.7	-3.0	-4.2	10.7	-8.9
CC(=O)OC1c2ccccc2C(=O)N1Cc1ccccc1Cl (stereo not given)
  0.2	-4.1	0.3	34.2*	-0.9	-5.8	0.8	-15.8	14.8
COc1cccc(CC(=O)N2CCN(c3ccccc3[N+](=O)[O-])CC2)c1
  1.8	-5.0	1.6	13.6	-21.4	-6.5	-11.2	2.1	3.6
Cc1cccc(NC(=O)c2cccnc2Cl)n1
  0.8	-0.9	1.6	-1.5	-11.8	-6.6	1.3	-6.2	6.5
Cc1csc(C(=O)NN)c1N(C)C
  0.9	-2.4	2.0	-8.0	-4.9	-7.6	-15.1	-2.9	0.6
O=S(=O)(c1cccc(Cl)c1)N1CCN(S(=O)(=O)c2ccc3c(c2)OCCO3)CC1
  3.8	-5.6	-0.1	0.7	-0.6	9.7	-5.1	1.1	-2.9
Cc1cccc(C(=O)NCC(C)NC(=O)c2cccc(C)c2)c1 (stereo not given)
  1.8	-0.7	1.8	1.1	-8.7	-1.3	4.3	-0.9	1.6
